Compound activity: PubChem BioAssay, several laboratories
CHO-K1 Ca PAM: nonselective calcium activators in parental CHO-K1 cells, primary screen, counter-screen for M1 PAM project, cell-based, Fluo-8 calcium fluorescence, full deck, 1536-well; ATP EC20; 0% at ATP EC20, 100% at ATP max; activation, % at 3 µM; actives 0.02% (n = 360,000);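 active = activation above the run cutoff, the mean activation of all test compounds plus 3 SD, cut at about 40% in these data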;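 note: peak over basal fluorescence ratio in a 140 s read after ATP addition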
TAAR1 ag: human TAAR1 agonists, primary screen, Fluo-8 calcium fluorescence, CHO RD-HGA16 cells; Trace amine-associated receptor 1 (Homo sapiens), Q96RJ0; vehicle wells 0%, saturating PEA agonist 100%; activation, % at 3 µM; actives 0.99% (n = 360,000);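 active = activation above the mean activation of all test compounds in the run plus 3 SD, cut at about 38% in these data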
Target sequence (Q96RJ0 whole entry, looked up): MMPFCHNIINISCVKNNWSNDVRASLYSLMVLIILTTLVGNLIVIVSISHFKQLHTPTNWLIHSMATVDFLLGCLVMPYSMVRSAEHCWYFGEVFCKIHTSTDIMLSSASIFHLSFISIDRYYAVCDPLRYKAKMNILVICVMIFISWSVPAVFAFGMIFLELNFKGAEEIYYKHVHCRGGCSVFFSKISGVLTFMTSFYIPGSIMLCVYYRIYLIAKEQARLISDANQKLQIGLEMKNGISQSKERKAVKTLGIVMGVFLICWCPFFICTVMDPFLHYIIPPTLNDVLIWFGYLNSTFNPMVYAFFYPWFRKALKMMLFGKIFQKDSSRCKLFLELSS
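Test system: RD-HGA16 (CHO) cells co-expressing Gα16 and hTAAR1 | Doses: Single dose, 3 µM | Schedule: 17-24 h seeding, 75 min 37 °C dye, 30 min RT | Evaluation: % activation from peak over basal fluorescence ratio, DMSO-to-PEA scaled | Technique: Kinetic Fluo-8 calcium fluorescence | Benchmarks: Low control DMSO, high control PEA (EC100)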
TAAR1 antag: human TAAR1 antagonists, primary screen, Fluo-8 calcium fluorescence, CHO RD-HGA16 cells; actives 1.5% (n = 360,000); AID 624466, 2012; inhibition, % at 3 µM; antagonist;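 active = inhibition above a per-plate cutoff, the mean inhibition of test compounds on that plate plus 3 SD, cut at about 49% in these data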;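 note: 0% = DMSO plus EC80 beta-PEA response and 100% = DMSO alone without agonist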
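Test system: RD-HGA16 CHO cells with stable hTAAR1 and Gα16 / Probe or stimulus: EC80 β-phenethylamine stimulus / Times: seeding 17-24 h prior, 75-min 37 °C, 30-min RT dye loading / Detection: Fluo-8 calcium-sensitive fluorescence / Read-out basis: % inhibition scaled between DMSO and EC80 PEA controls / Repeats: singlicate, one well per test compound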
CHRM5 PAM: human M5 muscarinic receptor positive allosteric modulators, primary screen, CHO-K1 cells, Fluo-8 calcium fluorescence. activation, % at 3 µM. AID 624038, 2012. CHO-K1 hM5, ACh EC20 PAM; 0% = ACh EC20, 100% = ACh EC100. actives 0.3% (n = 360,000). Muscarinic acetylcholine receptor M5 (Homo sapiens), P08912;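 active = activation above the run cutoff, the mean activation of all test compounds plus 3 SD, cut at about 18% in these data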
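Measured by: Fluo-8 calcium fluorescence; material: human M5 receptor in CHO-K1 cells; schedule: Post-acetylcholine fluorescence recording 140 s; benchmarks: low control EC20 acetylcholine (0%), high control EC100 acetylcholine (100%); read-out: Max/basal fluorescence ratio as % of EC20–EC100 ACh window; compound: single dose, 3 µM nominal final test concentration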
CRFBP-R2 block: antagonists of CRF-BP/CRF-R2 complex, primary screen, cell-based, HEK293, calcium dye fluorescence, uHTS. CRF-induced calcium fluorescence. inhibition, % at 11.8 µM. actives 0.59% (n = 350,000);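 active = inhibition of the ligand-induced calcium signal above about 50% at the single tested concentration, limit read from the data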
CRFBP-R2 agonist: agonists of CRF-BP/CRF-R2 complex, primary screen, cell-based, HEK293, calcium dye fluorescence, uHTS; AID 588473, 2011; calcium dye fluorescence (FLIPR); percent of saturating CRF peptide response; actives 0.46% (n = 350,000); activation, % at 13.2 µM; CRF-binding protein / CRF receptor 2 complex (human);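 active = activation of at least 50%, plus an integration ratio under a set limit after plate pattern correction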;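 note: plate controls were neutral control wells without compound for no effect and CRF at EC100 for full effect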
M5 antag: human M5 muscarinic receptor antagonists, primary screen, CHO cells, Fluo-8 calcium fluorescence; Muscarinic acetylcholine receptor M5 (Homo sapiens), P08912; CHO-hM5 cells, ACh EC80; inhibition, % at 3 µM; actives 0.59% (n = 360,000); AID 624040, 2012;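 active = inhibition above a per-plate cutoff, the mean of that plate's test compounds plus 3 SD, cut at about 27% in these data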;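 note: 0% = acetylcholine EC80 with DMSO and 100% = DMSO without agonist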
CHRM4 PAM: human M4 muscarinic receptor positive allosteric modulators, primary screen, CHO-K1 cells, Fluo-8 calcium fluorescence | Muscarinic acetylcholine receptor M4 (Homo sapiens), P08173 | CHO-K1 hM4/Gqi5, ACh EC20; 0% = ACh EC20, 100% = maximal ACh | activation, % at 3 µM | actives 0.4% (n = 360,000) | AID 624126, 2012;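 active = activation above its plate's cutoff, the mean activation of sample wells plus 3 SD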; note: some results filed as inactive read as strong as hits
Target sequence (P08173 whole entry, looked up): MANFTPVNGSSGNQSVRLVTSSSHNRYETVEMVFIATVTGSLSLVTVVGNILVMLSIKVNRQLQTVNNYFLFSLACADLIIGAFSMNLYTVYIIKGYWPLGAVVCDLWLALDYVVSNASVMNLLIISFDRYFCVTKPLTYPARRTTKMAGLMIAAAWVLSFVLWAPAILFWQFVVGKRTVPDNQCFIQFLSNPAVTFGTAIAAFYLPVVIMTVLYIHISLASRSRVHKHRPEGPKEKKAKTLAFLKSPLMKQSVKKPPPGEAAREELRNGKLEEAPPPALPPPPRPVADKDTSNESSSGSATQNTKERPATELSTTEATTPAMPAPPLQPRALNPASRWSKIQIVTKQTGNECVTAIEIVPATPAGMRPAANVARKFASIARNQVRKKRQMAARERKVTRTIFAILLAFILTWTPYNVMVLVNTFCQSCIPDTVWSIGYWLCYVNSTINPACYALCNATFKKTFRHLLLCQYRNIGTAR
CHRM5 agonist: human M5 muscarinic receptor agonists, primary screen, CHO-K1 cells, Fluo-8 calcium fluorescence; CHO-K1 hM5 cells; 0% DMSO wells, 100% maximal acetylcholine response; Muscarinic acetylcholine receptor M5 (Homo sapiens), P08912; actives 0.19% (n = 360,000); activation, % at 3 µM;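 active = activation above the run's mean over test compounds plus 3 SD, cut at about 23% in these data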;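 note: signal is peak over basal fluorescence ratio across the kinetic read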
Active calls of the source: *; nt = no result given.

SMILES	CHO-K1 Ca PAM	TAAR1 ag	TAAR1 antag	CHRM5 PAM	CRFBP-R2 block	CRFBP-R2 agonist	M5 antag	CHRM4 PAM	CHRM5 agonist
COc1ccc(NC(=S)N2CCCC2)cc1	20	1	20	4	16	-1.8	-8	5	0
Cc1cc(=O)[nH]c(SCC(=O)Nc2ccccc2C)n1	3	9	-8	0	-3	-1.4	2	-3	0
COc1cc2c(cc1OC)C(c1ccc(O)cc1)NCC2 (stereo not drawn)	-19	4	-19	9	-12	2.5	1	-2	1
O=C(CN(C(=O)c1csnn1)c1ccccc1Cl)NC1CCCC1	12	0	-11	-4	0	-1.2	15	-4	-4
S=c1[nH]nc(-c2cc(-c3ccccc3)n[nH]2)n1/N=C/c1cccc(Cl)c1	-8	-1	-16	7	-19	0.6	-4	-4	2
COC(=O)[C@]1(C)N[C@H](CN(C)C(=O)C2CCCCC2)[C@@H]2C(=O)N(Cc3ccccc3)C(=O)[C@@H]21	11	3	-23	0	7	-2.0	-8	-1	1
CCCCC(=O)N(C)c1c(C)nc2ccc(C(=O)Nc3cccc(OC)c3)cn12	-4	3	-16	-1	nt	nt	16	5	0
COc1ccc(/C=C2/NC(=O)CNC2=O)cc1	7	1	-13	-1	11	0.4	5	1	-3
NC(=O)CSc1nc2cc([N+](=O)[O-])ccc2n1-c1cccc(C(F)(F)F)c1	23	1	-4	-4	29	0.2	5	13	-2
CC1=C(C(=O)NCc2ccccn2)C2(CCC(C)CC2)OC1=O (stereo not drawn)	25	0	-3	-3	66*	0.7	5	-2	1
O=C(CCc1ccccc1)Nc1cccc(-c2nnc(-c3ccco3)o2)c1	-2	21	57*	-13	-14	0.0	6	-1	-1
O=C(Nc1ccc(N2CCCCC2)cc1)c1ccc2ccccc2n1	4	-1	13	2	13	0.3	5	-2	4
Nc1nnc(-c2ccccc2F)s1	6	7	4	3	-5	-1.5	5	0	-3
Cc1sc2ncn3c(C)nnc3c2c1C	14	2	0	4	6	-0.9	-1	19*	-1
Cc1nnc(SCC(=O)Nc2ccc(N3CCOCC3)cc2)n1-c1ccccc1	-9	-1	-6	-1	21	-2.6	14	-3	-3
CC1=C(C(=O)N2CCCCCC2)CC(CC(=O)NC(c2ccccc2)c2ccccc2)C(=O)N1Cc1ccccc1 (stereo not drawn)	12	5	2	-2	nt	nt	5	6	2
Cc1c(C(=O)c2ccc(N(C)C)cc2)c2ccccn2c1CCC#N	-18	2	13	-6	25	-2.1	-12	-6	0
COc1cc(/C=N/Nc2nc(-c3ccc(S(=O)(=O)N(C)C)cc3)cs2)ccc1O	0	17	69*	-6	0	0.4	2	-25	4
Cc1c(N(C(=O)c2ccccn2)C2(C(=O)NC3CCCC3)CCCCC2)c(=O)n(-c2ccccc2)n1C	11	1	-16	8	-5	1.8	7	0	2
Cc1cc(-c2cccnc2)c(C#N)c(SCC#N)n1	9	2	-17	-1	7	0.2	0	0	3
COc1cc([C@H]2[C@@H]3CCCC[C@]3(O)CCN2CC(=O)Nc2ccc(C)cc2C)ccc1O	24	14	11	-8	-2	-4.7	5	2	3
NC(CSC1(c2cccc3ccccc23)c2ccccc2-c2ccccc21)C(=O)O (stereo not drawn)	10	-2	-9	-12	-35	6.9	13	-1	-3
COc1ccc2cc3cc(C(=O)NC(C)C)oc3nc2c1	5	6	1	-7	-11	0.7	7	-3	-10
CSc1ncccc1C(=O)OCC(=O)c1ccc[nH]1	-7	-1	7	1	0	-0.7	1	6	-4
COc1ccccc1C(=O)CSc1nccn1C	8	1	8	0	-8	-1.5	10	0	-4
O=C(O)C1(P(=O)(c2ccccc2)c2ccccc2)CCC1	-4	14	-1	3	12	3.4	8	4	-4
Cc1cccn2c(=O)c3cc(S(=O)(=O)c4ccccc4)c(=N)n(Cc4ccc(F)cc4)c3nc12	22	4	-1	2	-16	19	-2	4	-4
CCCC(=O)NCc1cc(-c2nn(C)c(=O)c3ccccc23)ccc1OC	14	0	-3	3	12	0.0	-3	1	-1
COCc1cc(=O)n2c(-c3ccc(C)cc3)n[nH]c2n1	14	-1	3	-9	36	0.6	3	0	1
CCC(C(=O)OC)n1cnc2c(nnn2-c2cccc(OC)c2)c1=O (stereo not drawn)	-5	0	-19	-1	7	0.3	11	-3	-1
O=C(NC1CCCC1)C(=O)N(Cc1cccnc1)C(C(=O)NC1CCCC1)c1ccco1 (stereo not drawn)	6	4	-2	-5	9	-1.5	2	5	0
Cc1ccc(S(=O)(=O)N2CCC(C(=O)OCC(=O)N(C)c3ccccc3)CC2)cc1C	-8	2	-20	-4	6	-0.7	-3	-2	-2
CCC(=O)Nc1cc(OC)c(NC(=O)c2ccccc2)cc1OC	14	6	-8	-7	6	-1.3	-5	4	-7
CCOc1ccc(-c2cn(-c3cccc(SC)c3)c(=O)[nH]2)cc1	26	30	-3	-10	-9	1.3	12	-5	6
O=C(CNC(=O)c1ccncc1)N/N=C/c1ccc(O)cc1O	17	6	-9	-2	7	-1.1	7	-11	-2
C=C(Br)Cn1c(CC(C)C)nc2ccccc21	0	-2	2	-4	-12	-2.9	-9	-3	-8
COc1cc2c(cc1OC)C(COc1ccccc1OC)N(C(C)=O)CC2 (stereo not drawn)	-13	0	-2	-1	-14	-1.4	14	-3	0
Cc1ccccc1NC(=O)COC(=O)c1ccc(S(=O)(=O)N2CCCC2)cc1	9	0	-2	5	-14	2.4	6	7	0
O=c1c2nnn(-c3ccccc3)c2ncn1C/C=C/c1ccccc1	4	-2	3	-2	-72	7.9	10	1	1
CC1(NC(=O)C2CCN(C(=O)Nc3ccccc3)CC2)CCS(=O)(=O)C1 (stereo not drawn)	12	2	-14	4	-6	9.2	-3	3	-2
Cc1nn(-c2ccccc2)c(C)c1C(=O)OCC(=O)Nc1ccccc1F	-17	0	-7	-5	2	-1.2	10	7	1
COC(=O)c1c(NC(=O)c2nc3nc(C)cc(C(F)F)n3n2)sc2c1CCC2	-3	7	-9	2	9	-3.1	5	2	1
Brc1ccc(C=Nc2ccc(Nc3ccccc3)cc2)s1	13	nt	nt	-7	-14	-2.1	13	-2	-1
COc1ccc(S(=O)(=O)N(C)C[C@H]2OCCCC[C@@H](C)Oc3ccc(N(C)C)cc3C(=O)N([C@H](C)CO)C[C@@H]2C)cc1	14	7	-5	-1	11	-0.2	-1	-2	0
COc1ccccc1-c1ccc(Nc2cccc(C(C)=O)c2)nn1	7	3	10	-6	3	-1.9	2	4	0
CCOc1ccc(Oc2nc(NCC(C)C)nc(N(C)C)n2)nn1	19	14	-5	-1	7	-3.0	3	1	1
COc1cccc(-c2c(NC(=O)c3ccco3)n(-c3ccc(C)cc3)nc(C)c2=O)c1	-6	0	5	6	-32	1.2	-5	20	2
CC(NC(=O)C12CC3CC(CC(C3)C1)C2)C(=O)N/N=C/C1=C(N2CCOCC2)C(=C\c2cccc([N+](=O)[O-])c2)/CC1 (stereo not drawn)	15	0	-16	1	-14	1.1	-4	23	0
CCn1c(/C=C/c2ccc(O)c(O)c2)nc2ccccc2c1=O	-7	5	22	1	-7	-1.6	6	-5	8
Cc1ccc(NC(=O)Nc2nc(-c3ccc(C)s3)cs2)cc1	14	3	-9	-11	9	-1.2	5	-2	-2
CC(=NCCc1ccccc1)C1=C(O)CCC1=O	-6	105*	74*	-8	-33	-1.4	4	-6	0
CCOC(=O)COn1c(=O)c(-c2ccco2)[n+]([O-])c2ccccc21	7	4	-11	5	-2	-0.4	-2	3	-2

Gathered by group, the entries above containing an aryl thioether with sulfur outside any ring (seven)
SMILES	CHO-K1 Ca PAM	TAAR1 ag	TAAR1 antag	CHRM5 PAM	CRFBP-R2 block	CRFBP-R2 agonist	M5 antag	CHRM4 PAM	CHRM5 agonist
Cc1cc(=O)[nH]c(SCC(=O)Nc2ccccc2C)n1	3	9	-8	0	-3	-1.4	2	-3	0
NC(=O)CSc1nc2cc([N+](=O)[O-])ccc2n1-c1cccc(C(F)(F)F)c1	23	1	-4	-4	29	0.2	5	13	-2
Cc1nnc(SCC(=O)Nc2ccc(N3CCOCC3)cc2)n1-c1ccccc1	-9	-1	-6	-1	21	-2.6	14	-3	-3
Cc1cc(-c2cccnc2)c(C#N)c(SCC#N)n1	9	2	-17	-1	7	0.2	0	0	3
CSc1ncccc1C(=O)OCC(=O)c1ccc[nH]1	-7	-1	7	1	0	-0.7	1	6	-4
COc1ccccc1C(=O)CSc1nccn1C	8	1	8	0	-8	-1.5	10	0	-4
CCOc1ccc(-c2cn(-c3cccc(SC)c3)c(=O)[nH]2)cc1	26	30	-3	-10	-9	1.3	12	-5	6
